HCT116 bCat-KO: beta-catenin-lacking colon tumor cell growth suppression | viability, % at 10 µM | actives 1.5% (n = 140,000) | AID 818 | HCT116 beta-catenin knockout viability, CellTiter-Glo, 60 h; stronger effect = lower value;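 active = viability at or under a set limit, the compound median less 4 SD, cut at about 6% in these data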;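 also: 0% = Hyamine 1622 control at 20 µM and 100% = untreated cell control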
Yeast growth inh: chemicals that inhibit yeast BB579 growth in restrictive medium (lifespan-shortening candidates) | S. cerevisiae BB579 growth, OD615, 48 h | inhibition, % at 10 µM | AID 804 | actives 0.51% (n = 140,000);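 active = inhibition above a set limit, 3 SD over the mean compound inhibition, cut at about 44% in these data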; also: inactives centre near -24
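Assay system: S. cerevisiae DeaD strain BB579 yeast. Medium: CSMM-D restrictive synthetic medium containing dextrose (glucose). Times: 4 h cell preincubation, 48 h compound exposure, 30 °C humidified. Signal: OD615 turbidity measurement. Benchmarks: positive control amphotericin B 10 µg/mL.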
NPY Y2 blocker: antagonists of human neuropeptide Y receptor Y2 | P49146 | NPY-Y2 expressing cells, antagonist mode | inhibition, % at 2.7 µM | actives 0.99% (n = 140,000); in the data active = inhibition above about 17%;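 also: 0% = vehicle with agonist challenge and 100% = reference antagonist with challenge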
Target sequence (P49146 whole entry, looked up): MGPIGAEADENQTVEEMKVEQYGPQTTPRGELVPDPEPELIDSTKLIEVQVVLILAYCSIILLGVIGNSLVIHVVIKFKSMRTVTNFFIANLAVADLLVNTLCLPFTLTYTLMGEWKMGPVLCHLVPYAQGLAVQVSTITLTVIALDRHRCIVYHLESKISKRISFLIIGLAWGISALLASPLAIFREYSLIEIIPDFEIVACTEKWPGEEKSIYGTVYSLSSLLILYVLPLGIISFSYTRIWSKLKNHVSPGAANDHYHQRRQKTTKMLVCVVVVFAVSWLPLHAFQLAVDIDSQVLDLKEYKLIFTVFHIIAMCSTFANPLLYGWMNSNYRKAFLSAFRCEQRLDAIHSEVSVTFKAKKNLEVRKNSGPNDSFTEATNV
GALR2 blocker: antagonists of human galanin receptor 2 (GALR2); O43603; GALR2-expressing cells, antagonist mode; inhibition, % at 4 µM; actives 0.39% (n = 140,000); in the data active = inhibition above about 27%;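 also: cells stimulated with galanin 1-16 at roughly its EC80; 0% = agonist challenge control and 100% = basal control without agonist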
Target sequence (O43603 whole entry, looked up): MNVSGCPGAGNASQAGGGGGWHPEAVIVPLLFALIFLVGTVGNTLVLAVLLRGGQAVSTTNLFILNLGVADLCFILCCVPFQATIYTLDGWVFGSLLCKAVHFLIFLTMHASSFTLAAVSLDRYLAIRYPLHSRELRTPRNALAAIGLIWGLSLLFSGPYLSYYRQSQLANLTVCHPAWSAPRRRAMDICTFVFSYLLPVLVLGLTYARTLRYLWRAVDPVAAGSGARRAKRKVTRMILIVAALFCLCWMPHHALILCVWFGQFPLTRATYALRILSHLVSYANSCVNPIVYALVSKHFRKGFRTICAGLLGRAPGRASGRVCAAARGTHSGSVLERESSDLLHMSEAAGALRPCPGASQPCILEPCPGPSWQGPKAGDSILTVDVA
HCT116 PTEN-null: growth suppressors of cells with PTEN tumor suppressor deletion | HCT116 PTEN-null viability, CellTiter-Glo, 60 h; stronger effect = lower value | viability, % at 10 µM | actives 1.2% (n = 140,000);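 active = viability at or below a set limit, 4 SD under the median of all tested compounds, cut at about 3.7% in these data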;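 also: PTEN knockout HCT116 line with beta catenin targeted HCT116 as companion control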
Phagocyt inh: macrophage phagocytosis inhibition; J774A.1 macrophage IgG-bead phagocytosis, imaging; inhibition, % at 5 µM; actives 0.07% (n = 110,000);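 active = inhibition above the mean of the plate negative controls plus 5 SD, cut at about 13% in these data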;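 also: phagocytic index as fraction of beads internalized from green versus red external bead signal; plate controls were DMSO negative control for no effect and cytochalasin-D positive control for full effect; some results beyond the cut were filed as inactive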
E-sel TNF inh: blocks E-selectin expression induced by TNF alpha; HUVEC TNFa-induced E-selectin immunofluorescence, high content; inhibition, % at 2 µM; actives 0.71% (n = 120,000); AID 1246;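 active = inhibition above the batch mean plus 3 SD, and confirmed as a hit on visual image review, cut at about 43% in these data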;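 also: 0% = TNF-stimulated DMSO wells and 100% = unstimulated control wells; not every result past the cut was called active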
Yeast lifespan up: yeast lifespan extension; S. cerevisiae growth with nicotinamide, OD615; deaD strain in restrictive glucose medium; inhibition of the nicotinamide effect, % at 10 µM; actives 0.68% (n = 130,000); AID 775;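 active = inhibition above a set limit, placed 3 SD over the median of all compounds, cut at about 26% in these data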;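 also: 0% = nicotinamide-treated wells and 100% = cells grown without nicotinamide; some compounds called inactive have numbers as strong as hits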
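System: DeaD-strain S. cerevisiae / Buffer or medium: CSMM-D, restrictive glucose (dextrose) synthetic minimal medium / Probe or stimulus: nicotinamide, 1.5 mM, co-present with compound / Compound: one concentration, 10 µM, DMSO 0.25% / Incubation: 48 h compound exposure at 30 °C, humidified / Technique: optical density (absorbance) at 615 nm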
MRP-1 activ: MRP-1 activation; H69AR cells + doxorubicin, viability rescue, CellTiter-Glo; viability increase, % at 10 µM; actives 0.61% (n = 140,000); AID 799;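 active = viability gain under doxorubicin at or above a set limit, the compound median plus 3 SD, cut at about 4.7% in these data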;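 also: MRP-1 overexpressing cells given doxorubicin 25 µM after compound pretreatment; 18-22 h compound pretreatment then 72 h with doxorubicin before readout; 0% = doxorubicin-only wells and 100% = vehicle-treated cells without doxorubicin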
Measles CPE: protection of cells from measles virus | protection (pct of control), % at 4 µM | Measles virus-infected cells, CPE protection, absorbance | AID 841 | actives 1.5% (n = 140,000); in the data active = protection mostly above about 24%, no sharp cut-off; inactive = mostly below about 26%; also: some compounds called inactive have numbers as strong as hits
The depositor's hits bear a star; x = not tested or not shown.

item	Structure	HCT116 bCat-KO	Yeast growth inh	NPY Y2 blocker	GALR2 blocker	HCT116 PTEN-null
1	CCOC(=O)C1=C(C)NC(=O)NC1c1ccc(N(C)C)cc1 (centres undefined)	98	-36	1	-14	98
2	COc1cccc(NC(=O)CC2(CC(=O)O)CCCC2)c1	80	-14	7	8	91
3	COc1cccc(CC(=O)Nc2ccccc2C(=O)N2CCOCC2)c1	93	-35	0	-2	101
4	Cc1c(C)n(C(=O)CSc2nc3ccccc3[nH]2)c2ccccc12	80	-36	3	-2	93
5	NC(=O)NCCC1=CCCCC1	103	-24	1	-1	101
6	CCOC(=O)C1[C@H]2C(=O)N(C(C)c3ccc(OC)cc3)C[C@]23C=C[C@H]1O3 (some centres undefined)	105	-56	1	1	93
7	CCn1nccc1C(=O)Nc1ccc(S(=O)(=O)NC23CC4CC(CC(C4)C2)C3)cc1	19	-3	-1	20	8
8	C=C(CCC(=O)c1ccccc1)C(=O)c1ccccc1	0.4*	-29	1	0	0.5*
9	O=C(Nc1cnn(Cc2ccc(F)cc2)c1)c1cnccn1	93	-42	1	10	93
10	COc1ccc(NC(=O)N(C2CCCCC2)C(C)c2cccnc2)c(OC)c1 (centres undefined)	103	-6	-2	5	91
11	NC(=O)CCNC(=O)c1ccc(Cl)cc1	99	-80	0	-8	112
12	Cc1ccc(Oc2nc(CN3CCOCC3)nc3sc4c(c23)CCC(C)C4)cc1C (centres undefined)	41	81*	4	-8	36

item	Phagocyt inh	E-sel TNF inh	Yeast lifespan up	MRP-1 activ	Measles CPE
1	-2	-7	-8	-0.6	15
2	-2	-8	1	-0.2	4
3	-3	3	5	-0.3	10
4	0	-25	-6	-1.8	28
5	1	-26	-2	-1.3	0
6	-4	x	-7	0.3	1
7	x	-27	x	-6.6	10
8	-4	x	31*	-5.7	6
9	1	-7	-14	-0.7	20
10	x	10	-6	-0.8	9
11	-1	-7	-5	0.5	5
12	-4	-5	-8	-2.0	6

A few values from above.
Value for `CCn1nccc1C(=O)Nc1ccc(S(=O)(=O)NC23CC4CC(CC(C4)C2)C3)cc1` under NPY Y2 blocker: -1
Value for `COc1ccc(NC(=O)N(C2CCCCC2)C(C)c2cccnc2)c(OC)c1` (centres undefined) under HCT116 bCat-KO: 103
Value for `COc1cccc(NC(=O)CC2(CC(=O)O)CCCC2)c1` under Yeast growth inh: -14
Value for `COc1cccc(CC(=O)Nc2ccccc2C(=O)N2CCOCC2)c1` under Phagocyt inh: -3
Value for `Cc1c(C)n(C(=O)CSc2nc3ccccc3[nH]2)c2ccccc12` under HCT116 bCat-KO: 80
Value for `CCOC(=O)C1[C@H]2C(=O)N(C(C)c3ccc(OC)cc3)C[C@]23C=C[C@H]1O3` (some centres undefined) under GALR2 blocker: 1

Later entries:
item	Structure	HCT116 bCat-KO	Yeast growth inh	NPY Y2 blocker	GALR2 blocker	HCT116 PTEN-null
13	COCCN(C(=S)Nc1c(C)cc(C)cc1C)C(C)c1cccnc1 (centres undefined)	91	-14	3	-5	102
14	Cc1ccc(S(=O)(=O)N2CCN(S(=O)(=O)c3ccc4c(c3)OCCO4)CC2)cc1	81	-47	0	-8	89
15	COc1cccc(N2C(=O)N(c3ccccc3Cl)C3CS(=O)(=O)CC32)c1 (centres undefined)	91	-26	1	-1	103
16	Cc1ccc(S(=O)(=O)Nc2ccccc2C=Nc2cccc(C)c2C)cc1	40	-41	-1	14	28
17	O=C(C1CCCCC1)N1CCCc2ccccc21	90	-19	5	-12	86
18	O=C1C2CCCN2C(c2ccccc2)N1c1ccc(F)cc1 (centres undefined)	87	25	0	-1	97
19	Cc1[nH]c2ccccc2c(=O)c1CN1CCCCC1	95	-58	-1	0	102
20	O=C(c1ccc(Cn2c(=O)[nH]c3ccccc3c2=O)cc1)N1CCN(c2ccccn2)CC1	86	-10	1	11	76
21	CS(=O)(=O)N(CC(=O)N1CCN(Cc2ccccc2)CC1)c1ccc2c(c1)OCCO2	101	-15	2	-7	97
22	CCCc1nc(NCC2CCCO2)c2nnn(Cc3ccccc3)c2n1 (centres undefined)	89	-4	7	-3	84
23	O=C(COC(=O)c1ccco1)Nc1nc2ccccc2s1	99	-39	1	1	x
24	CC(C(=O)N1CCCc2c1c(=O)oc1ccc(O)cc21)N1CCc2ccccc2C1 (centres undefined)	95	16	-1	8	80

item	Phagocyt inh	E-sel TNF inh	Yeast lifespan up	MRP-1 activ	Measles CPE
13	-9	6	2	-3.7	2
14	-4	x	-12	-2.1	23
15	-2	-27	-4	-1.2	11
16	-8	-62	11	-4.7	5
17	0	5	-5	-3.0	1
18	1	x	-7	-2.7	1
19	-3	-15	-9	-1.4	6
20	-1	-23	-8	-1.5	5
21	-2	-8	-5	-1.9	5
22	x	-8	x	0.2	3
23	x	x	-10	-0.7	15
24	-1	-42	2	-2.3	21

The results go on.
item	Structure	HCT116 bCat-KO	Yeast growth inh	NPY Y2 blocker	GALR2 blocker	HCT116 PTEN-null
25	O=C1CCOc2cc(OCc3ccccc3)ccc21	92	-9	2	2	101
26	Cc1cc(OCCNCCO)cc(C)c1Cl	85	-21	6	-10	86
27	O=C(COC(=O)CCc1ccc(S(=O)(=O)N2CCOCC2)cc1)Nc1ncc(C(F)(F)F)cc1Cl	103	-38	2	5	103
28	CCC(C)c1ccc(NC(=O)c2cccnc2)cc1 (centres undefined)	83	-2	1	-1	90
29	CCOc1ccc(-n2nc3c(SCCN4CCCC4)nnc(C)c3c2C)cc1	66	-10	5	8	60
30	CCC(C)c1c(O)nc(SCc2ccccc2)[nH]c1=O (centres undefined)	87	16	9	19	92
31	Cn1c(Cn2nnc3ccccc32)nnc1SCC(=O)Nc1nccs1	87	-26	2	-5	95
32	O=C(Nc1nnc(CC2=CCCCC2)s1)c1cccs1	91	5	2	-8	94
33	COc1cc(S(=O)(=O)N2CCCCC2)ccc1NC(=O)Cc1ccccc1	101	-71	0	-12	108
34	CCC(NC(C)C)C(O)c1ccc(O)c(O)c1 (centres undefined)	26	-46	0	6	58
35	Cn1nc(CC(=O)NCc2ccc(C(F)(F)F)cc2)c2ccccc2c1=O	63	6	6	17	55
36	O=C(/C=C/c1ccccc1)Nc1nnc(SCC(=O)c2ccc3ccccc3c2)s1	26	-41	2	-9	9

item	Phagocyt inh	E-sel TNF inh	Yeast lifespan up	MRP-1 activ	Measles CPE
25	x	-22	x	1.2	5
26	x	-26	-4	-3.5	21
27	1	-2	-9	0.2	11
28	0	-8	-12	0.3	5
29	-2	x	-7	-4.2	9
30	1	-13	6	-0.8	6
31	-10	2	3	2.6	5
32	-4	-28	-6	-3.2	4
33	0	-13	-8	-0.6	6
34	x	x	3	0.5	35
35	0	-7	-12	-0.5	24
36	x	x	-1	-5.3	24

Part of the list above, reformatted.
Values run as follows: HCT116 bCat-KO, Yeast growth inh, NPY Y2 blocker, GALR2 blocker, HCT116 PTEN-null, Phagocyt inh, E-sel TNF inh, Yeast lifespan up, MRP-1 activ, Measles CPE
32. O=C(Nc1nnc(CC2=CCCCC2)s1)c1cccs1
    91, 5, 2, -8, 94, -4, -28, -6, -3.2, 4
36. O=C(/C=C/c1ccccc1)Nc1nnc(SCC(=O)c2ccc3ccccc3c2)s1
    26, -41, 2, -9, 9, x, x, -1, -5.3, 24

(cont.)
item	Structure	HCT116 bCat-KO	Yeast growth inh	NPY Y2 blocker	GALR2 blocker	HCT116 PTEN-null
37	O=C(O)CCCC(=O)NCCc1cccc(Cl)c1	93	-13	2	-3	109
38	O=C(O)COc1ccc(=O)n(-c2ccccc2)n1	89	3	4	-4	97
39	Cc1ccc(NC(=O)N2C(=O)C3(OCCO3)c3ccccc32)cc1	97	-45	0	-5	95
40	CCOC(=O)N1CCN(C(=O)C2CCCN(S(=O)(=O)c3ccc(C)cc3)C2)CC1 (centres undefined)	99	-32	5	-20	100
41	COc1ccccc1NC(=O)Nc1ccc(Cl)c(S(=O)(=O)Nc2ccccc2OC)c1	76	-24	-2	10	64
42	CC1=NN(c2ccccc2)C(=O)C1(C)[N+](=O)[O-] (centres undefined)	91	-28	0	14	100
43	CC(NS(=O)(=O)c1ccc(OCC(=O)N2CCOCC2)c(Cl)c1)c1ccccc1 (centres undefined)	85	-33	2	4	91
44	O=C(NC1CCCCCCC1)c1ccccc1-c1ccccc1	72	-55	9	-17	67
45	Cc1cc(C)n(-c2nc(NCC3CCCO3)c3c4c(sc3n2)COC(C)(C)C4)n1 (centres undefined)	58	-41	1	-3	51
46	COC(=O)CCC(=O)Nc1cc(S(=O)(=O)Nc2ccc(Cl)cc2)ccc1N1CCOCC1	92	-16	1	-12	97
47	O=C(NC1CCCCC1)C1CCCN1C(=O)NCc1ccccc1 (centres undefined)	96	-16	3	-8	99
48	CC(=O)OC[C@H]1O[C@@H](n2ncc(=O)[nH]c2=O)[C@H](OC(C)=O)[C@@H]1OC(C)=O	87	-41	4	8	93

item	Phagocyt inh	E-sel TNF inh	Yeast lifespan up	MRP-1 activ	Measles CPE
37	0	-8	-9	-2.0	15
38	x	-11	-6	-1.4	9
39	0	8	-6	-1.4	4
40	0	1	-7	-1.0	15
41	-11	-31	2	-1.1	12
42	-5	x	2	0.0	2
43	5	-21	-3	-1.8	2
44	-3	-14	1	-1.3	17
45	-1	5	-16	-0.9	12
46	-1	x	-6	0.1	23
47	0	-6	-10	-1.3	7
48	x	x	9	0.5	63

The listing continues.
item	Structure	HCT116 bCat-KO	Yeast growth inh	NPY Y2 blocker	GALR2 blocker	HCT116 PTEN-null
49	COc1ccc(CC(=O)N/N=C/c2cccn2-c2ccc([N+](=O)[O-])cc2)cc1OC	75	-24	0	-9	74
50	Cc1ccnc(NCn2nnc3ccccc32)c1	93	-35	0	4	94
51	CCCCCCCN(C(=O)CCl)c1ccccc1C	29	-6	13	-1	29
52	COC(=O)c1[nH]c2ccccc2c1NS(=O)(=O)c1ccc(OC)cc1OC	85	-7	-4	13	82
53	Cc1cc(NCc2ccco2)nc2cc(O)ccc12	95	-43	5	20	94
54	CCN(CC)C(=O)c1ccc(/C=C/c2c[nH]c3ccccc23)[n+](C)c1	84	-13	2	8	88

item	Phagocyt inh	E-sel TNF inh	Yeast lifespan up	MRP-1 activ	Measles CPE
49	-11	5	-3	-0.4	5
50	x	-5	5	-2.0	1
51	-2	12	3	-6.0	1
52	-1	-4	-1	-2.4	5
53	x	2	-3	-3.5	16
54	-4	14	2	-1.9	3

Compound profiles (already shown):
COc1ccc(CC(=O)N/N=C/c2cccn2-c2ccc([N+](=O)[O-])cc2)cc1OC is listed with HCT116 bCat-KO: 75; Yeast growth inh: -24; NPY Y2 blocker: 0; GALR2 blocker: -9; HCT116 PTEN-null: 74; Phagocyt inh: -11; E-sel TNF inh: 5; Yeast lifespan up: -3; MRP-1 activ: -0.4; Measles CPE: 5
CCN(CC)C(=O)c1ccc(/C=C/c2c[nH]c3ccccc23)[n+](C)c1 is listed with HCT116 bCat-KO: 84; Yeast growth inh: -13; NPY Y2 blocker: 2; GALR2 blocker: 8; HCT116 PTEN-null: 88; Phagocyt inh: -4; E-sel TNF inh: 14; Yeast lifespan up: 2; MRP-1 activ: -1.9; Measles CPE: 3

High-throughput results (PubChem BioAssay)
